Source: PubChem BioAssay
SENP7 block: blocks the human protease SENP7; Q9BQF6; recombinant SENP7, Z-RLRGG-aminoluciferin luminescence, 40 min; inhibition, % at 5 µM; 330,000 compounds, 1.5% hits;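 active = inhibition above about 50% at the single test dose, limit read from the data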;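 also: plate controls were DMSO with enzyme for no effect and no enzyme buffer wells for full effect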
697 NFkB inh: inhibitors of the PMA/ionomycin-induced NF-kB reporter in 697 B cells. 697 B-cell NF-kB luciferase reporter, 16 h. inhibition, % at 4 µM. 330,000 compounds, 0.33% hits; in the data active = inhibition above about 35%
UBC13 polyUb: human UBC13 polyubiquitination inhibition; UBC13 polyubiquitin chain formation, TR-FRET; inhibition, % at 20 µM; 330,000 compounds, 0.47% hits; in the data active = inhibition above about 45%, passing the limit was not always enough; inconclusive = no clear call, values can overlap the other calls
Target sequence (P61088 whole entry, looked up): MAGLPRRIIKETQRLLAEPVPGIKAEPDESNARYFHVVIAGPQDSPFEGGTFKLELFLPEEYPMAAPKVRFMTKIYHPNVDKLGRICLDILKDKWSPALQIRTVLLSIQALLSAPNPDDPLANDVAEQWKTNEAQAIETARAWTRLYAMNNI
HKDC1 inhibitor: blocks human hexokinase HKDC1 activity. Q2TB90. recombinant HKDC1, G6PDH/diaphorase resazurin coupled fluorescence. inhibition, % at 20 µM. 340,000 compounds, 0.16% hits. AID 493160;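 active = inhibition above about 35% when tested at 20 µM, limit read from the data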;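 also: plate controls were DMSO wells with enzyme for no effect and DMSO wells lacking enzyme for full effect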
Target sequence (Q2TB90 whole entry, looked up): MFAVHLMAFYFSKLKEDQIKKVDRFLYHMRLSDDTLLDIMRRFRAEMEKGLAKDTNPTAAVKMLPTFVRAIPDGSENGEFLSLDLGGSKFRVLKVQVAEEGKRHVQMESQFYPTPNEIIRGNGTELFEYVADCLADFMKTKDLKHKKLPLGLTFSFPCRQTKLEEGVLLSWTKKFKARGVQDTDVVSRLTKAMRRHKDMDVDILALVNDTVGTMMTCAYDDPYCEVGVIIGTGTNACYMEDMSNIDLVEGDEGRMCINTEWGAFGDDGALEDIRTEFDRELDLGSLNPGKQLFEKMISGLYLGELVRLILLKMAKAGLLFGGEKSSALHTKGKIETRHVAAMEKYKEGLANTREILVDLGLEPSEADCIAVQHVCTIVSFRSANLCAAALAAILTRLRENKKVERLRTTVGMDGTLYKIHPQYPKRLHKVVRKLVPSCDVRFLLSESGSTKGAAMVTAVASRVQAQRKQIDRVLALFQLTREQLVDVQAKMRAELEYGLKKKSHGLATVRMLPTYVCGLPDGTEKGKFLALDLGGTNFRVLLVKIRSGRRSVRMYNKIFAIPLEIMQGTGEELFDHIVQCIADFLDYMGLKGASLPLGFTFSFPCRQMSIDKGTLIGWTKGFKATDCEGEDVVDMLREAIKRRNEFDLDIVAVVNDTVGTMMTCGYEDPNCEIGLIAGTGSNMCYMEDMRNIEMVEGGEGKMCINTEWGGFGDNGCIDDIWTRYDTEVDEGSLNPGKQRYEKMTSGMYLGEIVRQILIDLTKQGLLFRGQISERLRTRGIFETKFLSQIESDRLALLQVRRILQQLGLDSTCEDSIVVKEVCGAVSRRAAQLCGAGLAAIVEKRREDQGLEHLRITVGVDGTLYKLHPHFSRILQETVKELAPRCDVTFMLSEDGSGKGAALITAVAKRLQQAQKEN
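Test system: recombinant HKDC1 (HK5) hexokinase enzyme, produced in-house / Doses: 20 µM test compound, 1% DMSO / Timing: 90 min, room temperature / Detection: G6PDH/diaphorase-coupled fluorescence, 1 mM NADP, 100 µM resazurin, 525/613 nm / Control set: DMSO wells with and without enzyme mix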
Gli-Sufu block: blocks Gli-Sufu signaling in a luciferase reporter; Sufu-KO-LIGHT fibroblasts, Gli luciferase reporter luminescence; inhibition, % at 5 µM; 340,000 compounds, 0.74% hits; AID 588413;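 active = inhibition above about 55%, limit read from the data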;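 also: 0% = DMSO-treated cells and 100% = wells with medium but no cells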
Jurkat NFkB inh: lowers PMA/ionomycin-induced NF-kB signal in Jurkat cells; PMA/ionomycin-induced NF-kB luciferase reporter, luminescence; inhibition, % at 4 µM; 330,000 compounds, 0.53% hits; AID 435003
SENP8 block: inhibitors of human SENP8 protease; AID 2540; 330,000 compounds, 1.2% hits; inhibition, % at 10 µM; Q96LD8; purified SENP8, Z-RLRGG-aminoluciferin cleavage, luminescence
Apaf1 inhib: blocks human Apaf-1 apoptosome activity. inhibition, % at 20 µM. O14727. 330,000 compounds, 0.71% hits. reconstituted apoptosome caspase-3 activity, DEVD-Rh110 fluorescence; active = inhibition of at least 40% at 20 µM;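 also: plate controls were DMSO wells for no effect and DEVD-CHO caspase inhibitor wells for full effect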
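System: Apoptosome proteins | Medium: Hepes pH 7.5 with detergent and BSA | Also added: Cytochrome c trigger plus (Z-DEVD)2-Rh110 caspase-3 substrate | Incubation: 30 min compound preincubation, 50 min activation, room temperature | Detection: Rhodamine 110 fluorescence at Ex 480/Em 540 nm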
* hit, by the source's call; ? = inconclusive; / = no result given. Rule as the data show it, unless noted: active = inhibition above about 50%; inactive = the rest.

SMILES | SENP7 block | 697 NFkB inh | UBC13 polyUb | HKDC1 inhibitor | Gli-Sufu block | Jurkat NFkB inh | SENP8 block | Apaf1 inhib
CCOc1ccc(-c2nnc(-c3snc(-c4ccc(F)cc4)c3N=CN(C)C)o2)cc1 | 0 | -19 | ? | -4 | 7 | 1 | 3 | 8
Cn1cc(S(=O)(=O)N2CCOCC2)cc1C(=O)NCCc1ccccc1 | -5 | 19 | 8 | -7 | -21 | 0 | 1 | -7
CCOc1ccc2c(c1)ncn2Cc1ccccc1 | -11 | -10 | 12 | -9 | -13 | -24 | -11 | 18
COc1ccccc1C(=O)Nc1ccnn1C1CCN(C/C=C/c2ccc(F)cc2)CC1 | -2 | 5 | 10 | -1 | 36 | 12 | 3 | 14
O=C(Nc1nc(-c2ccccc2)cs1)c1ccc2c(=O)n3c(nc2c1)CCCCC3 | 1 | -33 | -19 | 1 | -6 | 0 | -2 | 12
Cc1cccc(NNC(N)=S)c1C | 2 | 24 | -6 | -4 | -12 | -3 | 12 | 0
O=C(NCCC(=O)N1CCN(c2ccc(F)cc2)CC1)c1ccco1 | -1 | 5 | -3 | -3 | -10 | 13 | 4 | -3
CCN(CC)C(=O)C1CCCN(C(=O)c2cc(COc3cccc(OC)c3)on2)C1 (stereo not given) | -3 | -16 | -14 | -6 | -4 | -13 | 4 | 8
COC(=O)c1c(NC(=S)Nc2ccc(CC(=O)O)cc2)sc(C)c1C | -1 | -13 | 35 | -10 | 1 | 14 | -2 | 1
O=C(Cn1nnc2ccccc21)OCC(=O)c1ccccc1 | 0 | 8 | 0 | -7 | -4 | 9 | -8 | 0
CC1(C)c2ssc(=S)c2-c2ccccc2N1C(=O)c1ccco1 | -1 | -17 | -16 | 7 | 13 | 8 | -8 | 13
O=C(NCC(c1ccco1)N1CCCC1)c1ccc(-n2cccn2)cc1 (stereo not given) | 8 | -39 | -13 | -1 | 0 | -14 | 3 | 6
C=CCn1c(SCC(N)=O)nnc1-c1cccc(Br)c1 | 2 | 3 | -4 | -7 | 4 | 5 | -7 | -4
COC(=O)[C@@]1(C)[C@H]2C(=O)N(C)C(=O)[C@H]2[C@H]2CN=C(SCc3ccccc3)N21 | -3 | 0 | / | -7 | -2 | / | / | 5
NC(=O)c1oc2ccccc2c1NC(=O)c1ccccc1 | 5 | 1 | 3 | -1 | 4 | -7 | 2 | 3
O=C(NCc1ccncc1)c1cc(C(=O)C2CC2)c[nH]1 | 8 | 14 | 3 | -12 | 0 | 0 | -4 | -2
O=C1c2cccc3cccc(c23)C(=O)N1c1ccncc1 | -1 | -8 | -1 | -6 | -8 | 1 | 1 | -5
COc1ccc2[nH]c(C)c(CCN3C(=O)OC(C)(C)C3(C)O)c2c1 (stereo not given) | -2 | -4 | -1 | 0 | -4 | 0 | 5 | 1
CN(C)S(=O)(=O)N(CC(=O)N1CCN(c2ccccc2)CC1)c1ccccc1 | -8 | -35 | -1 | -11 | 6 | -27 | -15 | 11
CCCN=Cc1c(CCC)[nH]n(-c2nc3ccccc3s2)c1=O | 0 | 11 | -6 | 14 | -18 | 7 | 3 | -11

An excerpt from above, showing only 697 NFkB inh and Gli-Sufu block.
compound	697 NFkB inh	Gli-Sufu block
CCOc1ccc(-c2nnc(-c3snc(-c4ccc(F)cc4)c3N=CN(C)C)o2)cc1	-19	7
Cn1cc(S(=O)(=O)N2CCOCC2)cc1C(=O)NCCc1ccccc1	19	-21
CCOc1ccc2c(c1)ncn2Cc1ccccc1	-10	-13
COc1ccccc1C(=O)Nc1ccnn1C1CCN(C/C=C/c2ccc(F)cc2)CC1	5	36
O=C(Nc1nc(-c2ccccc2)cs1)c1ccc2c(=O)n3c(nc2c1)CCCCC3	-33	-6
Cc1cccc(NNC(N)=S)c1C	24	-12

Later entries.
SMILES | SENP7 block | 697 NFkB inh | UBC13 polyUb | HKDC1 inhibitor | Gli-Sufu block | Jurkat NFkB inh | SENP8 block | Apaf1 inhib
CCCOc1ccc(C(=O)NCC(c2ccco2)N(C)C)cc1OC (stereo not given) | -5 | 23 | 10 | 2 | -12 | -2 | 1 | 2
CCOC(=O)C[C@H]1c2ccccc2S(=O)(=O)N1Cc1cc(OC)c(OC)c(OC)c1 | -10 | 10 | 6 | -5 | 7 | 12 | 2 | -5
CCCCN(CCCC)CC(O)COc1ccccc1C(=O)Nc1ccccc1 (stereo not given) | 5 | -25 | 2 | 0 | 14 | 18 | 3 | -3
NC(=O)[C@@H]1CCCN1Cc1nc(-c2ccccc2)no1 | -2 | 18 | -4 | -1 | -17 | 7 | 5 | -1
Cc1ccc(C(=O)N2CCN(Cc3ccc4c(c3)OCO4)CC2)c(Cl)c1 | 1 | -20 | 1 | 1 | 15 | 11 | 9 | -4
CCOC(=O)c1c(-c2cccs2)csc1NC(=O)CC(C)C | 6 | -21 | 8 | -1 | -6 | -14 | -1 | 4
CN1CCC(OC(=O)c2ccccc2Cl)CC1 | 5 | -14 | -3 | -2 | 2 | -15 | 6 | -10
Cn1c(=NC(=O)c2ccco2)sc2cccc(F)c21 | 19 | -93 | 13 | -7 | -86 | -101 | 10 | 8
CSc1ccc(NC(=O)Nc2ccccc2C(N)=O)cc1 | 95* | -39 | 2 | -1 | -22 | -16 | 92* | 0
Cc1cc(C)c(C(=O)/C=C/c2cccs2)c(=O)[nH]1 | -8 | -2 | -10 | -7 | -1 | -23 | -6 | 9
CC(C)(C)c1cc(C(=O)NCc2ccccc2)ccn1 | -3 | -2 | 4 | 1 | 3 | 11 | -1 | 1
CCOC(=O)C1(C)NC(c2ccccc2F)C2C(=O)N(c3cccc(C(C)=O)c3)C(=O)C21 (stereo not given) | -3 | 14 | 0 | 1 | 4 | 2 | 1 | 0
O=C(CN1C(=O)c2ccccc2C1=O)NCC(=O)OCC(=O)c1ccc(Cl)cc1 | 6 | 20 | -15 | -3 | -19 | 0 | -1 | -1
CC(C)C(NC(=O)c1c(F)cccc1F)C(=O)N1CCN(S(=O)(=O)c2ccc(F)cc2)CC1 (stereo not given) | -3 | 14 | 4 | -5 | -3 | -10 | -1 | 4
CNC(=S)NNC(=O)c1sc(-c2cc(C)on2)nc1C | -2 | -6 | -1 | 1 | 0 | -5 | 2 | -3
Cc1cc(C(=O)NC2CCCc3c2cnn3-c2cc(F)cc(F)c2)nn1C (stereo not given) | 2 | -2 | 4 | -1 | 8 | -21 | -2 | 7
COc1ccc(OCC(=O)Nc2ccc3c(c2)C(=O)NC3=O)cc1 | -6 | -2 | -2 | 4 | 3 | -25 | -17 | -1
Cc1ccc(CNC(=O)C2(C(F)(F)F)C/C(=C\Cc3ccccc3)CCCO2)o1 (stereo not given) | -5 | 9 | -13 | 7 | -17 | 11 | 6 | 8
Cc1nnc(C)n1/N=C/c1cc(Br)cc(Br)c1O | -6 | 0 | 1 | 8 | -1 | 4 | -2 | 4
C=CCn1c(SCC(=O)c2ccc(OC)cc2)nnc1C(C)NC(=O)c1cccs1 (stereo not given) | 6 | 19 | 4 | -3 | -4 | 3 | 4 | -14
CN(Cc1ccno1)Cc1cn(C)nc1-c1ccc(Oc2ccccc2)cc1 | -2 | -1 | 2 | -2 | 2 | 0 | 0 | -15
O=C(Cc1ccc(S(=O)(=O)N2CCOCC2)s1)NCC(=O)Nc1ccccc1Br | -1 | 19 | 8 | -3 | -10 | 11 | 19 | 0
O=C1CCCC2=C1C(c1ccncc1)c1c(nc(SCc3ccccc3Cl)[nH]c1=O)N2 (stereo not given) | 9 | 9 | 2 | 16 | -6 | 7 | 0 | 19
O=C(CNCc1ccco1)Nc1ccc(N2CCCCCC2)cc1 | 1 | 8 | 5 | -7 | -6 | 4 | -9 | 1
COc1ccc(NC(=O)C(=O)NCCC2CCCCN2S(=O)(=O)c2cccs2)cc1 (stereo not given) | -8 | -27 | 4 | -4 | 2 | 61* | -1 | 8
OCCN1CCN(CCSc2ccccc2)CC1 | -3 | 19 | -3 | -4 | 11 | -7 | -1 | -3
O=C1N=C(N2CCN(c3ccccc3)CC2)S/C1=C\c1ccco1 | 5 | -5 | -9 | 5 | -10 | -19 | -4 | 19
O=C(COC(=O)c1ccc(O)cc1)c1ccc(S(=O)(=O)N2CCCCC2)cc1 | 1 | -10 | 0 | 9 | 3 | 5 | 3 | 4
CC(C)(C)C(=O)NC(=S)Nc1ccccc1F | -1 | -3 | 7 | -6 | -2 | -14 | 8 | -10
COc1cc(C(C(=O)NC2CCCC2)N(C(=O)c2snc(C(N)=O)c2N)c2ccccc2)cc(OC)c1OC (stereo not given) | 5 | -10 | 6 | -1 | 2 | -19 | -3 | 13
COc1ccc(NC(=O)C2CCN(S(=O)(=O)c3c(C)nn(C)c3C)CC2)cc1 | -4 | 5 | 2 | -5 | -7 | 8 | -2 | -2
CC1(C(=O)Nc2cccc3ccccc23)CC1(Br)Br (stereo not given) | 8 | -6 | -18 | 22 | 3 | -20 | 23 | 56*
O=C(c1ccc(F)cc1)N(Cc1ccco1)C1CCS(=O)(=O)C1 (stereo not given) | 6 | 12 | 3 | -4 | 6 | -8 | 1 | 9
Cc1ccc2[nH]c3c(=O)n4c(nc3c2c1)SCC4 | 1 | 24 | 2 | -2 | -4 | 8 | -2 | 13
O=C(Nc1nc2c(s1)CCCC2)c1ccc(Br)s1 | 53* | -221 | 10 | -7 | -52 | -190 | 44 | 1
O=C(COC(=O)/C=C/c1ccc(C(F)(F)F)cc1)NC(=O)NCc1ccco1 | -7 | 8 | -13 | 1 | 1 | 1 | -12 | 12
Cc1cccc(NC(=O)[C@H](C)NC(=O)[C@@H]2Cc3ccccc3CN2C(=O)OC(C)(C)C)c1 | -1 | 2 | 2 | -3 | -46 | 5 | -4 | -4
CC(NS(=O)(=O)c1cn(C)c(=O)n(C)c1=O)c1ccccc1 (stereo not given) | 10 | 13 | 3 | 0 | -4 | -1 | 1 | 10
CCn1ncc(Br)c1C(=O)Nc1cccc(F)c1 | -5 | -22 | -20 | -6 | -8 | 7 | -6 | -8
C#CCOCCOCCOCCNc1nc(N2CCN(C(=O)C([C@@H](C)CC)n3cc(C(N)CO)nn3)CC2)nc(N2CCN(C(=O)[C@H](CCC(=O)O)n3cc(C(N)Cc4ccc(O)cc4)nn3)CC2)n1 (stereo not given in full) | -2 | -3 | -10 | / | / | 16 | 4 | -2

Single records (already shown):
O=C1N=C(N2CCN(c3ccccc3)CC2)S/C1=C\c1ccco1 is listed as SENP7 block: 5; 697 NFkB inh: -5; UBC13 polyUb: -9; HKDC1 inhibitor: 5; Gli-Sufu block: -10; Jurkat NFkB inh: -19; SENP8 block: -4; Apaf1 inhib: 19
CC(C)(C)C(=O)NC(=S)Nc1ccccc1F is listed as SENP7 block: -1; 697 NFkB inh: -3; UBC13 polyUb: 7; HKDC1 inhibitor: -6; Gli-Sufu block: -2; Jurkat NFkB inh: -14; SENP8 block: 8; Apaf1 inhib: -10

Additional records
SMILES | SENP7 block | 697 NFkB inh | UBC13 polyUb | HKDC1 inhibitor | Gli-Sufu block | Jurkat NFkB inh | SENP8 block | Apaf1 inhib
CC(c1ccco1)N(C(=O)c1ccc(S(=O)(=O)N2CCCCC2)cc1)c1ccccn1 (stereo not given) | 2 | 6 | 9 | -3 | -2 | -3 | 3 | 3
CCOC(=O)c1ccc(NC(=O)C2CC3CCC2C3)cc1 (stereo not given) | -2 | -164 | -3 | -2 | -92 | -154 | -16 | 3
CC(C)(C)c1cc(NC(=O)Nc2ccccc2)no1 | 7 | -157 | 17 | -3 | -86 | -104 | 13 | 5
O=c1ccnc(SCc2ccccc2Cl)[nH]1 | -5 | -22 | -5 | 14 | -7 | -16 | -5 | -1
CCCCC#Cc1ccc2c(c1)COc1c3ccccc3nn1-2 | 81* | -228 | 3 | 1 | -10 | -140 | 79* | 3
CN(C(=O)COC(=O)CNS(=O)(=O)/C=C/c1ccccc1)C1CCS(=O)(=O)C1 (stereo not given) | 3 | 3 | 11 | -2 | 12 | 4 | -2 | 0
